# LMPTP inh: LMPTP phosphatase inhibitors, primary screen, biochemical, fluorescence intensity, uHTS. Low molecular weight phosphotyrosine protein phosphatase (Homo sapiens), P24666. recombinant LMPTP-A, OMFP fluorogenic substrate. inhibition, % at 20 µM. 360,000 compounds, 0.22% hits;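 active = compounds that cut the enzyme signal by at least half of the control window in the single-dose screen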;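 note: plate controls were DMSO wells with enzyme plus substrate for no effect and substrate without enzyme for full effect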
#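 Material: LMPTP-A; amount: 0.625 nM enzyme; doses: single 20 µM dose; times: reaction 50 min, room temperature, dark; technique: fluorescence intensity of OMFP turnover product; benchmarks: no-enzyme and uninhibited controls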
# NadD inh: inhibitors of S. aureus NadD, primary screen, biochemical, colorimetric, uHTS; Nicotinate-nucleotide adenylyltransferase NadD (Staphylococcus aureus N315); purified NadD enzyme, colorimetric absorbance read-out; inhibition, % at 20 µM; 360,000 compounds, 0.78% hits; in the data active = inhibition above about 26%; note: some compounds past the cut are filed as inactive
# NRP1-CendR mod: modulators of CendR peptide binding to NRP-1, primary screen, biochemical, fluorescence polarization, uHTS. Neuropilin-1 (Homo sapiens), O14786. FAM-RPARPAR peptide binding to NRP-1. inhibition, % at 25 µM. 360,000 compounds, 0.85% hits;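 active = inhibition or corrected inhibition above about 18%, plus a signal ratio from 0.5 to 1.5, limit read from the data, passing the limit was not always enough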; note: strong numbers were not always called active
# Target sequence (O14786 whole entry, looked up): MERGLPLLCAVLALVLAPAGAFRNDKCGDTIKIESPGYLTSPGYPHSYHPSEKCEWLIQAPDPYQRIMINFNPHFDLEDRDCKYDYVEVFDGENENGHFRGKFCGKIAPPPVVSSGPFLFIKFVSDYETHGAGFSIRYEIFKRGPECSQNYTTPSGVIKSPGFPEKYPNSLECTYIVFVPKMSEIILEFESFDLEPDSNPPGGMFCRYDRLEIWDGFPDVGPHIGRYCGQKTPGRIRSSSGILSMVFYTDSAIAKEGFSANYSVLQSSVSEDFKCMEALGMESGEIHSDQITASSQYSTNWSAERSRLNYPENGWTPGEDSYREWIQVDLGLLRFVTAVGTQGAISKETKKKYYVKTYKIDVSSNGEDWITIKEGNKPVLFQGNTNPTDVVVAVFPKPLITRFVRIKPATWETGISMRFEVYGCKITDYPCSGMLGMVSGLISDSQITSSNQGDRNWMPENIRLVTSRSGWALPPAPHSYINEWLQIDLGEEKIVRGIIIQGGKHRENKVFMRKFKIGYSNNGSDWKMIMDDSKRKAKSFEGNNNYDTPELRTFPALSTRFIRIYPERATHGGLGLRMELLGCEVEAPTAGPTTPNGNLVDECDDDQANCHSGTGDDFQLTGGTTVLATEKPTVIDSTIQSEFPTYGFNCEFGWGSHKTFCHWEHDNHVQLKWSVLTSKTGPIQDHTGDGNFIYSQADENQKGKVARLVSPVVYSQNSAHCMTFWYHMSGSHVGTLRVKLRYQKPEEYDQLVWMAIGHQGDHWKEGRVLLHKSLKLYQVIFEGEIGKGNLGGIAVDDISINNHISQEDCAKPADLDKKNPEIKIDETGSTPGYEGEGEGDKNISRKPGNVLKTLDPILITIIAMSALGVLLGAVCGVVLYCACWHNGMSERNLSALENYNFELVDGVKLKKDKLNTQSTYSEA
# DNMT1 inh: human DNMT1 methyltransferase inhibitors, primary screen, biochemical, molecular beacon, fluorescence, HinP1I cleavage, uHTS; DNA (cytosine-5)-methyltransferase 1 (Homo sapiens), P26358; inhibition (reported as % activation of signal), % at 10 µM; 360,000 compounds, 0.83% hits; AID 588458, 2011; in the data active = inhibition above about 50%
# MT1-MMP act inh: blockers of MT1-MMP proenzyme processing, primary screen, HT1080 RFP-PRO-GFP cells, GFP/RFP fluorescence. GFP/RFP ratio fluorescence, overnight; percent of plate control window, DMSO zero. GFP/RFP ratio change, % at 20 µM. 360,000 compounds, 0.061% hits. AID 651647, 2012;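 active = GFP/RFP ratio change of at least 30% with cell ATP level not reduced by more than half and red fluorescence within 50% of control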; note: strong numbers were not always called active
#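 Compound: 20 µM single dose, 1% DMSO / System: HT1080 RFP-PRO-GFP cells / Controls: DMSO and RFP-L50D-GFP cell wells / Read-out basis: GFP/RFP fluorescence ratio / Schedule: overnight compound exposure at 37 °C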
# Rpn11 block: Rpn11 (PSMD14) deubiquitinase inhibitors, primary screen, biochemical, fluorescence polarization, uHTS. AID 588493, 2011. 26S proteasome non-ATPase regulatory subunit 14 (Homo sapiens), O00487. human 26S proteasome, Ub4-pepOG fluorescence polarization; 20S core pre-blocked with epoxomicin. 360,000 compounds, 0.59% hits. calls only at 20 µM;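 active = inhibition at 20 µM, scaled to each plate's controls, above about 33%, limit read from the data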
# SUMO1 PPI mod: modulators of SUMO1 protein-protein interactions, primary screen, biochemical, uHTS. Small ubiquitin-related modifier 1 (Homo sapiens), P63165. 360,000 compounds, 0.33% hits. inhibition, % at 20 µM. SUMO1 binding to a labelled peptide, TR-FRET, 1 h; in the data active = inhibition above about 37%
# SKN-1 inh: suppressors of acrylamide-induced Pgst-4::GFP reporter in worms, primary screen, SKN-1 inhibitor project, whole organism, uHTS, GFP/RFP fluorescence ratio, strain VP596; C. elegans VP596 Pgst-4::GFP/RFP ratio, 24 h; inhibition, % at 21.8 µM; 360,000 compounds, 0.49% hits; AID 624304, 2012;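 active = interference check ratio from 0.5 to 1.5 plus GFP to RFP signal ratio inhibition reaching or exceeding a fixed threshold, cut at about 30% in these data, passing the limit was not always enough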; note: some compounds called inactive have numbers as strong as hits
# Scp1 inh: Scp-1 phosphatase inhibitors, primary screen, biochemical, colorimetric, uHTS; Carboxy-terminal domain RNA polymerase II polypeptide A small phosphatase 1 (Homo …; Recombinant Scp1, phosphopeptide, malachite green phosphate absorbance; inhibition, % at 20 µM; 340,000 compounds, 0.88% hits; AID 493091, 2011;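 active = inhibition above about 50% at 20 µM, limit read from the data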;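 note: plate controls were DMSO wells with enzyme for no effect and wells lacking enzyme for full effect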
# Target sequence (Q9GZU7 76-261 limits assumed): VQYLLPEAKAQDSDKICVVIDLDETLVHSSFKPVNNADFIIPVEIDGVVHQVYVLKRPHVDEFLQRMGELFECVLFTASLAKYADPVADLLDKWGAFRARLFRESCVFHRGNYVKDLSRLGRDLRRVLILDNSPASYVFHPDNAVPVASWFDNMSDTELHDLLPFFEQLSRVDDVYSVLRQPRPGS
#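 Assay system: SCP-1 catalytic fragment, aa 76-261 | Buffer or medium: Tris acetate buffer pH 5.5 with MgCl2 and Tween-20 | Compound: One concentration, 20 µM, with 1.0% DMSO | Also added: Phospho 17-mer peptide substrate | Signal: Absorbance at 630 nm | Incubation: 45 min enzyme reaction at room temperature | Measure: % inhibition of SCP-1 phosphate liberation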
# STEP block: STEP phosphatase inhibitors, primary screen, biochemical, fluorescence intensity, uHTS; Tyrosine-protein phosphatase non-receptor type 5 (Homo sapiens), P54829; recombinant STEP, OMFP fluorogenic substrate; inhibition, % at 20 µM; 360,000 compounds, 0.25% hits;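 active = inhibition at 20 µM, scaled per plate between control wells, above about 37%, limit read from the data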;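 note: 0% = DMSO with enzyme and substrate and 100% = substrate only without enzyme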
#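 System: isolated STEP enzyme; schedule: 20 min enzyme reaction at room temperature, protected from light; medium: Bis-Tris buffer pH 6.0, 2.5 mM DTT, 0.005% Tween 20; signal: fluorescence, 480/540 nm; dosing: single compound dose of 20 µM, 1% DMSO final; also added: OMFP substrate, 25 µM final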
# * = called active by the depositor; i = inactive; x = no result given; + = active, no number; & = joins results of further samples. Hits appear at their usual frequency (roughly 3.9% active in at least one column).
mol	Rpn11 block	DNMT1 inh	LMPTP inh	NRP1-CendR mod	SKN-1 inh	MT1-MMP act inh	NadD inh	STEP block	Scp1 inh	SUMO1 PPI mod
Cc1nc(NC(=O)C(C)Oc2cccc(Cl)c2)sc1C(=O)N(C)C (stereo not given)	i	-3.7	-0.4	-5.1	13.1	-0.7	-0.2	-1.0	-5.5	-2.3
O=C(Nc1c(-c2ccccc2)[nH][nH]c1=O)c1ccco1	i	-16.2	1.2	-1.6	9.0	2.4	-2.3	4.6	x	0.3
CCc1cc2ccc(OC)cc2nc1SCC(=O)Nc1cc(C)on1	i	42.0	-0.2	4.0	11.6	-4.5	2.3	-1.3	-7.0	-5.3
COc1ccccc1OCCC(=O)NNC(=O)c1ccccc1F	i	-0.2	-2.5	4.3	-13.4	5.3	2.7	0.4	-2.8	2.3
CN(C)C1(CNC(=O)C2CCN(S(=O)(=O)c3ccccc3C(F)(F)F)CC2)CCCCC1	i	2.7	-7.8	18.5	-0.8	-1.7	-0.2	0.4	-8.3	-11.5
CCOc1ccc(C(=O)N(c2ccccn2)C2CCCCC2)cc1	i	3.7	-0.3	1.6	13.1	3.6	0.0	-3.5	7.9	-0.3
O=C(Cc1cccs1)Nc1nc2c(ccc3ccccc32)s1	i	-11.9	3.7	7.1	1.4	-20.3	-5.3	-0.1	-18.1	-2.4
COc1ccc(-c2nn(-c3ccccc3)cc2C(=O)Nc2cccc(S(=O)(=O)NC3=NCCC3)c2)cc1	i	-14.8	1.5	6.2	15.3	-2.0	10.2	-2.4	-8.1	-20.7
Cc1ccc(NC(=O)CNC(c2ccccc2)c2ccccc2)c(F)c1	i	-6.3	2.7	2.2	-3.5	3.6	1.0	-2.7	-1.4	2.8
COc1cccc(/C=N/NC(=O)CNC(=O)c2ccncc2)c1O	i	3.1	0.7	-1.0	-3.0	1.5	-2.6	1.0	-4.3	-6.5
CCCCCCn1c(=O)n2n(c1=O)[C@@H]1CN(S(=O)(=O)c3ccc(C)cc3)C[C@]1(O)[C@@H](OC(=O)NC1CC1)C2	i	-2.7	-0.1	-13.1	-2.3	1.3	-4.2	0.5	x	3.4
Cc1ccc2c3c(c(SCC(=O)Nc4nonc4C)nc2c1)CCCC3	i	-3.4	0.7	-1.2	12.2	4.4	-2.6	0.5	-3.8	-5.6
COc1ccccc1NC(=O)CSc1nc2c(oc3ccccc32)c(=O)n1C	i	-1.0	2.9	-8.3	17.4	0.2	-4.7	2.9	-10.3	-4.3
CC(C)OCCCn1c(=N)c(S(=O)(=O)c2ccccc2)cc2c(=O)n3ccccc3nc21	i	2.9	0.7	-18.0	15.5	-1.1	9.6	-0.4	3.1	-21.7
COc1ccc(/C=C2\CCn3c2nc2cc(C(=O)O)ccc2c3=O)cc1O	i	-0.2	-1.3	-67.2	-3.9	9.1	1.2	0.3	8.0	3.0
Cn1c2c(c(=O)n(C)c1=O)C(c1ccccc1Cl)CC(=O)N2 (stereo not given)	i	4.6	-0.4	4.8	-9.4	-4.1	-4.6	0.8	-6.0	3.0
CCc1cc(=O)[nH]c(SCC(=O)Nc2cc(C)on2)n1	i	1.4	0.1	-9.4	-7.7	1.7	-1.7	-1.7	8.3	1.5
Nc1c(S(=O)(=O)O)cc(NC(=O)c2ccccc2)c2c1C(=O)c1ccccc1C2=O	i	39.1	16.1	26.7*	33.2	57.3*	13.2	33.4	70.6*	69.4*
C=CCc1cc(OC)ccc1OCC(O)CN1CCN(c2ccc(OC)cc2)CC1 (stereo not given)	i	-3.8&-4.0	-2.1&-1.4	-6.8&-3.4	0.6&-2.2	3.2&9.6	-5.2&-6.5	0.3&-1.4	-4.7&-4.2	3.6&0.9
Cc1nnc(N(C)C(=O)c2ccccn2)s1	i	-0.2	-1.5	8.8	6.7	-1.2	-5.1	-3.9	8.2	0.0

# At a glance, part of the list above.
mol	Rpn11 block	DNMT1 inh	LMPTP inh	NRP1-CendR mod	SKN-1 inh	MT1-MMP act inh	NadD inh	STEP block	Scp1 inh	SUMO1 PPI mod
Nc1c(S(=O)(=O)O)cc(NC(=O)c2ccccc2)c2c1C(=O)c1ccccc1C2=O	i	39.1	16.1	26.7*	33.2	57.3*	13.2	33.4	70.6*	69.4*
C=CCc1cc(OC)ccc1OCC(O)CN1CCN(c2ccc(OC)cc2)CC1 (stereo not given)	i	-3.8&-4.0	-2.1&-1.4	-6.8&-3.4	0.6&-2.2	3.2&9.6	-5.2&-6.5	0.3&-1.4	-4.7&-4.2	3.6&0.9
Cc1nnc(N(C)C(=O)c2ccccn2)s1	i	-0.2	-1.5	8.8	6.7	-1.2	-5.1	-3.9	8.2	0.0

# Next section:
mol	Rpn11 block	DNMT1 inh	LMPTP inh	NRP1-CendR mod	SKN-1 inh	MT1-MMP act inh	NadD inh	STEP block	Scp1 inh	SUMO1 PPI mod
CC[C@]12c3[nH]c4ccc(OC)cc4c3CCN1C(=O)C(CC(=O)NCCCn1ccnc1)C[C@@H]2C(=O)N1CCN(C(=O)c2ccco2)CC1 (stereo not given in full)	i	4.0	-7.3	-11.6	-3.8	2.2	4.6	2.4	-1.3	-4.9
COc1ccc(C(CNC(=O)COc2ccccc2-c2ccccc2)N2CCOCC2)cc1 (stereo not given)	i	-1.7	-0.1	4.5	-4.1	-1.6	1.3	1.9	-7.0	15.1
CCN(CC)C(=O)CSc1nc(O)c(Cc2ccccc2)c(=O)n1-c1ccccc1	i	-1.1	-0.5	4.3	-5.3	1.1	10.7	-0.5	-2.6	-1.0
c1ccc(-c2nc3cc4ccccc4cc3[nH]2)nc1	i	-5.7	1.1	4.4	42.5*	11.5	6.7	0.2	-4.3	-17.8
COc1ccc(C2/C=C\CN(S(=O)(=O)c3cccs3)CC(=O)N2Cc2ccc(F)cc2)cc1 (stereo not given)	i	-2.3	0.2	20.0	-9.0	2.3	-3.0	-0.3	-5.6	2.5
Cc1ccc(NC(=O)[C@@H](C)NC(=O)[C@@H]2Cc3ccccc3CN2)cc1	i	1.8	-1.0	-3.5	2.6	2.7	-4.3	-4.7	-8.8	3.6
Cc1nn(C2CCS(=O)(=O)C2)c(C)c1CN(C)C(=O)c1ccccc1 (stereo not given)	i	0.2	-1.8	5.7	6.3	1.4	-3.6	25.0	-7.6	0.0
CN(C)C(=O)CN(c1ccc2c(c1)OCO2)S(C)(=O)=O	i	-2.5	-0.7	-2.9	-1.7	3.8	2.4	-1.8	-4.0	4.3
Cc1ccc(N(C(=O)CCC(=O)Nc2nccs2)C(C(=O)NC(C)(C)C)c2ccc(O)cc2)cc1 (stereo not given)	i	3.8	0.7	0.0	6.7	-4.4	-5.3	1.8	2.2	21.3
CCCCNC(c1ccccc1)c1ccncc1 (stereo not given)	i	1.9	-0.3	1.4	9.2	-3.7	-3.2	-2.0	-5.2	0.8
C=CCNc1nc(-c2cccs2)c(CC(=O)O)s1	i	-3.1	0.3	-9.7	-0.3	-3.8	-7.3	2.6	-4.0	0.2
COCCOC(=O)C1=C(C)N(c2ccccc2)C(=S)NC1c1ccccc1C(F)(F)F (stereo not given)	i	0.0	2.2	-0.5	4.0	4.6	5.4	-1.4	-3.3	2.7
S=C(NC1CCCC1)N1CCN(c2ccc(Cl)cc2)CC1	i	-5.0	-0.3	6.8	13.9	3.0	2.4	-1.2	-10.4	1.1
CCOC(=O)C1=C(C)N(c2ccccc2)C(=O)/C1=C\c1ccco1	i	-1.0	1.7	-1.9	0.7	-4.2	-5.9	-0.3	-10.7	3.5
C=CCC(CC=C)(NC(=O)c1ccccc1)c1ccccc1	i	-8.3	-1.1	14.4	-6.9	-1.0	-8.2	-0.2	-14.6	-0.4
CNc1nccc(-c2ccc(Cl)cc2)c1C#N	i	2.7	0.1	-4.5	15.3	-2.4	-3.9	0.8	4.6	-0.8
CCOC(=O)Cc1nnc(NC(=O)CSc2ccc(Cl)cc2)s1	i	0.2	-0.1	-9.9	-0.1	5.7	-0.2	1.6	-1.2	5.1
CN(C)CCCNc1nc2cc(-c3cnn(C)c3)sc2c(=O)n1C	i	1.5	-0.9	3.9	-15.7	-1.7	1.7	-0.6	x	-28.5
COc1ccccc1OCC(=O)Nc1ccc(S(=O)(=O)N2CCOCC2)cc1	i	-0.1	0.5	10.1	-10.9	0.8	0.1	1.8	-7.5	3.2
C(=C\c1ccco1)/C1=NN(c2ccccc2)C(c2ccco2)C1 (stereo not given)	+	24.9	3.2	-148.9	12.6	-49.4	21.7	0.2	-15.6	-4.6

# Remaining list, next part
mol	Rpn11 block	DNMT1 inh	LMPTP inh	NRP1-CendR mod	SKN-1 inh	MT1-MMP act inh	NadD inh	STEP block	Scp1 inh	SUMO1 PPI mod
CCc1nnc(NC(=O)c2ccc(S(=O)(=O)N(CC)Cc3ccccc3)cc2)o1	i	6.5	-0.4	-4.2	-22.8	11.3	3.9	1.0	-9.7	3.3
Cc1c(C(=O)NC(=S)NCc2cccnc2)oc2ccccc12	i	0.7	5.4	0.7	9.8	0.7	-0.3	-2.3	-4.2	-4.0
Cc1ccc(C(O)c2ncc(-c3ccccc3Cl)[nH]2)cc1F (stereo not given)	i	7.5	0.4	-12.2	18.0	-0.2	-9.0	-2.0	x	2.1
Cc1ccc(S(=O)(=O)c2c(C)cc(C)nc2Oc2cccc(C(F)(F)F)c2)cc1	i	2.6	2.4	-9.8	-11.1	-7.0	-0.2	4.9	-20.2	0.9
CC(=O)NC(c1cccs1)c1cc(Cl)c2ccccc2c1O (stereo not given)	i	-32.6	0.5	0.0	11.8	-16.0	-12.8	-0.4	-7.1	-5.0
COc1ccc(OC)c(NC(=S)N(CCc2c(C)[nH]c3ccccc23)Cc2cccs2)c1	i	-22.8	3.8	1.3	-10.7	0.1	3.6	1.5	-15.3	-0.5
Cc1ccc(N(C)C(=O)n2cnc3ccccc32)cc1	i	0.8	-2.0	13.1	-3.1	-2.7	-7.3	1.9	-5.0	0.4
